Screens as filed in PubChem.
MMP13 inh: MMP13 (human) collagenase inhibition; 0.07% of 65,000 active; inhibition, % at 4 µM; MMP-13 fTHP FRET cleavage, Mca fluorescence;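 active means inhibition above the mean of compound-free control plate wells plus 3 SD, cut at about 14% in these data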;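 further: 0% = DMSO wells and 100% = wells with reference MMP-13 inhibitor after basal subtraction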
HTR1E antagonist: antagonists of human 5-HT1E serotonin receptor. P28566. CHO 5-HT1E Ga15 NFAT-bla reporter, FRET, antagonist. inhibition, % at 6 µM. 0.99% of 65,000 active;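 active means inhibition above a set limit, the mean inhibition across every tested compound plus 3 SD, cut at about 29% in these data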;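 further: signal is the 460 over 535 nm emission ratio of beta-lactamase substrate; 0% = agonist plus DMSO wells and 100% = wells without agonist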
HTR1E agonist: agonists of human 5-HT1E serotonin receptor | CHO 5-HT1E Ga15 NFAT-bla reporter, FRET; 0% DMSO wells, 100% control agonist wells | activation, % at 6 µM | 0.69% of 65,000 active;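 active means activation above a set limit, the screen-wide mean activation plus 3 SD, cut at about 8.5% in these data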;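 further: 100% = positive control agonist at 1 µM giving full maximal response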
S1P3 ag: S1P3 (human) receptor agonism; Q99500; S1P3 NFAT-BLA reporter cells, FRET ratio; relative to 1 µM S1P, basal subtracted; activation, % at 4.5 µM; 0.1% of 60,000 active;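 active means activation above the screen-wide mean plus 3 SD, cut at about 4.5% in these data, passing the limit was not always enough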; further: some compounds called inactive have numbers as strong as hits
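Material: Human S1P3 NFAT-BLA reporter CHO cells | Incubation: Overnight plating, 4 h compound 37 °C, 2 h substrate RT | Signal: FRET β-lactamase substrate fluorescence, excitation 405 nm, 460/535 nm emission ratio, background-subtracted | Compound: 4.5 µM final, single dose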
S1P1 ag-PAM: activates or potentiates agonism at human S1P1 receptor; 0.57% of 56,000 active; activation, % at 9.5 µM; AID 449; S1P1 CRE-bla cells, forskolin, beta-lactamase FRET, potentiator mode; S1P1 agonist co-added at EC20, 2 nM; 100% = saturating reference agonist, 0% = basal; P21453;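 active means activation above a cutoff set at the mean activation of all tested compounds plus 3 SD, cut at about 54% in these data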;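 further: forskolin at 4 µM as EC80 and the EC20 agonist is SEW2871; 100% = SEW2871 at its EC100 plus forskolin at EC80; some compounds past the cut are filed as inactive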
Target sequence (P21453 whole entry, looked up): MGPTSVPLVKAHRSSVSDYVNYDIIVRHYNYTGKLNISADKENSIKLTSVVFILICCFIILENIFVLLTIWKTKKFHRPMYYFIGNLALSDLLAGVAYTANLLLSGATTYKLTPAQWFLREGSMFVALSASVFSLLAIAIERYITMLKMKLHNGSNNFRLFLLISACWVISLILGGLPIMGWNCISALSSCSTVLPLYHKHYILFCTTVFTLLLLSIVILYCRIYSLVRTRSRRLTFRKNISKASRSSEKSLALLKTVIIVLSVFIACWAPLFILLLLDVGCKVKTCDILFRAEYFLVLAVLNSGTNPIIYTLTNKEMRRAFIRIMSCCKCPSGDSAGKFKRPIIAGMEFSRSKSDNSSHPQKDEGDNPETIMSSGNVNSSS
5-HT1A blocker: blocks the human serotonin 5-HT1a receptor; P08908; CHO 5-HT1a Ga15 NFAT-bla reporter, antagonist mode; inhibition, % at 10 µM; 0.68% of 62,000 active; AID 612;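 active means inhibition above the mean of all tested compounds plus 3 SD, cut at about 43% in these data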;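 further: receptor stimulated by 5-CT agonist at 100 nM near EC80; beta-lactamase reporter measured by ratiometric fluorescence of a cleavable substrate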
Target sequence (P08908 whole entry, looked up): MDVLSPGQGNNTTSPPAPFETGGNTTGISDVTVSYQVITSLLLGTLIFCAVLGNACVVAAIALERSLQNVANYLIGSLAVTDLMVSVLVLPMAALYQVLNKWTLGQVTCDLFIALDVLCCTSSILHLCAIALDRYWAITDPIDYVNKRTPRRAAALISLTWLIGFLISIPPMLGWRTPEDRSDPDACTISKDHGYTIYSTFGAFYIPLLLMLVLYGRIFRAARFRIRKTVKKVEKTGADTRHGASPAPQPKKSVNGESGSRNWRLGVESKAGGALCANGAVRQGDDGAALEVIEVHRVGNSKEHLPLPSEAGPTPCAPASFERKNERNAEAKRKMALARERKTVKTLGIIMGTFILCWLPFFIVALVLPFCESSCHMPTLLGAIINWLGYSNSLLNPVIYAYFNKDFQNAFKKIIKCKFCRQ
Abs 340nm: absorbance at 340 nm; compound absorbance at 340 nm, fold over control; fold change at 10 µM; 65,000 tested, under 10 active; AID 708;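 active means at 10 µM dose, initial 340 nm absorbance at least 2 fold that of control wells; inactive means change under 2 fold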;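 further: initial absorbance extrapolated from kinetic A340 decline of NADH oxidation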
Autofluor 339: intrinsic fluorescence of library compounds, ex339/em460 – biochemical, MLSMR library, data from DPM-DC assay, artefact control, profiling panel. compound autofluorescence, ex339/em460 nm, NADH buffer; stronger effect = higher value; 1 = no-compound wells, NADH background. fluorescence fold increase at 10 µM. 5.5% of 65,000 active. AID 709;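 active means at 10 µM, mean starting fluorescence two-fold or more over control wells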;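 further: signal is the first read of a kinetic run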
Her2 expr inh: lowers expression of human Her2 kinase; AID 645; HER2 level % of control, % at 10 µM; P04626; 0.69% of 65,000 active; SKBR-3 HER2 protein level, AlphaScreen, 18-24 h; stronger effect = lower value;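 active means HER2 level under 5% of the carrier-only control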;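 further: 100% = DMSO carrier and 0% = 500 nM PU-H71 HSP90 inhibitor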
Starred values were filed as active, the others as inactive; [ ] = dose if it differs, or a comment.

How did CC1CCN(C(=O)CSc2nnc(Cc3cccn3C)n2CCc2ccccc2)CC1 do in these assays?
MMP13 inh: 0; HTR1E antagonist: -11; HTR1E agonist: 0.6; S1P3 ag: 0.3; S1P1 ag-PAM: 6; 5-HT1A blocker: -12; Abs 340nm: 1.1; Autofluor 339: 1; Her2 expr inh: 96

Results for Cc1cccc(OCc2nnc(SCC(=O)NCCc3ccccc3)o2)c1 ?
MMP13 inh: 10; HTR1E antagonist: 2; HTR1E agonist: 0.1; S1P3 ag: -0.9; S1P1 ag-PAM: 0; 5-HT1A blocker: 2; Abs 340nm: 1.1; Autofluor 339: 1.1; Her2 expr inh: 77

Results for Cc1cccc(C)c1NC(=O)C1CC(=O)N(C(C)C)C1 (configuration not stated) ?
MMP13 inh: 3; HTR1E antagonist: -10; HTR1E agonist: 0.3; S1P3 ag: 0.3; S1P1 ag-PAM: -22; 5-HT1A blocker: -14; Abs 340nm: 0.99; Autofluor 339: 1.1; Her2 expr inh: 83

Results for CCOc1ccc(NC(=O)N2CCN(c3nc4ccccc4s3)CC2)cc1 ?
MMP13 inh: -13; HTR1E antagonist: 13; HTR1E agonist: 17*; S1P3 ag: -1.3; S1P1 ag-PAM: 19; 5-HT1A blocker: -4; Abs 340nm: 1; Autofluor 339: 1.2; Her2 expr inh: 69

How did COc1cccc(C2NC(=O)NC(C)=C2C(=O)Nc2cccc(C)c2C)c1 (configuration not stated) do in these assays?
MMP13 inh: 2; HTR1E antagonist: -12; HTR1E agonist: 0.3; S1P3 ag: -0.4; S1P1 ag-PAM: -8; 5-HT1A blocker: -11; Abs 340nm: 1; Autofluor 339: 1.1; Her2 expr inh: 95

How did COc1cc(OC)cc(C(=O)N2CCN(C(=O)COc3ccc4ccccc4c3)CC2)c1 do in these assays?
MMP13 inh: -2; HTR1E antagonist: -7; HTR1E agonist: 1.6; S1P3 ag: -1.3; S1P1 ag-PAM: -3; 5-HT1A blocker: -10; Abs 340nm: 1; Autofluor 339: 0.95; Her2 expr inh: 96

Results for O=C(NCC1CCCO1)c1ccccc1-c1nc(-c2ccc(Cl)cc2)no1 (configuration not stated) ?
MMP13 inh: 0; HTR1E antagonist: -1; HTR1E agonist: 0.5; S1P3 ag: -0.6; S1P1 ag-PAM: -5; 5-HT1A blocker: 5; Abs 340nm: 0.99; Autofluor 339: 1

Results for O=C(c1ccccc1)c1coc2ccc(O)c(Cl)c12 ?
MMP13 inh: -3; HTR1E antagonist: 0; HTR1E agonist: -1.7; S1P3 ag: -1.5; S1P1 ag-PAM: 8; 5-HT1A blocker: 5; Abs 340nm: 1; Autofluor 339: 1.1; Her2 expr inh: 85

What do the screens show for `CCc1ccc2[nH]c(=O)c(CN(Cc3ccc4c(c3)OCO4)C(=O)c3ccco3)cc2c1`?
MMP13 inh: -4; HTR1E antagonist: 6; HTR1E agonist: -1.6; S1P3 ag: -1.4; S1P1 ag-PAM: 1; 5-HT1A blocker: 10; Abs 340nm: 1; Autofluor 339: 1.2; Her2 expr inh: 57

What do the screens show for `O=S1(=O)N=C2CCCCCN2C(c2ccncc2)N1` (configuration not stated)?
MMP13 inh: 0; HTR1E antagonist: -5; HTR1E agonist: 0.0; S1P3 ag: 0.2; S1P1 ag-PAM: -8; 5-HT1A blocker: -8; Abs 340nm: 0.99; Autofluor 339: 1; Her2 expr inh: 106

Taken from the entries so far, 2 compounds:
What do the screens show for `CCc1ccc2[nH]c(=O)c(CN(Cc3ccc4c(c3)OCO4)C(=O)c3ccco3)cc2c1`?
MMP13 inh: -4; HTR1E antagonist: 6; HTR1E agonist: -1.6; S1P3 ag: -1.4; S1P1 ag-PAM: 1; 5-HT1A blocker: 10; Abs 340nm: 1; Autofluor 339: 1.2; Her2 expr inh: 57

What do the screens show for `O=S1(=O)N=C2CCCCCN2C(c2ccncc2)N1` (configuration not stated)?
MMP13 inh: 0; HTR1E antagonist: -5; HTR1E agonist: 0.0; S1P3 ag: 0.2; S1P1 ag-PAM: -8; 5-HT1A blocker: -8; Abs 340nm: 0.99; Autofluor 339: 1; Her2 expr inh: 106

Later entries:
Results for COc1cccc(OC)c1OCCCCCc1c(C)n[nH]c1C ?
MMP13 inh: 1; HTR1E antagonist: -2; HTR1E agonist: 0.2; S1P3 ag: 0.0; S1P1 ag-PAM: 24; 5-HT1A blocker: 6; Abs 340nm: 0.99; Autofluor 339: 1.1; Her2 expr inh: 109

Results for COc1ccc(-c2nc(-c3cccs3)c(-c3cccs3)[nH]2)cc1O ?
MMP13 inh: -52[fluorescence artefact?]; HTR1E antagonist: 7; HTR1E agonist: -1.4; S1P3 ag: -1.1; S1P1 ag-PAM: -22; 5-HT1A blocker: 24; Abs 340nm: 1.1; Autofluor 339: 3*; Her2 expr inh: 54

What do the screens show for `Cc1cc(C(=O)OCC(=O)NCc2ccco2)c(C)n1-c1ccccc1`?
MMP13 inh: 5; HTR1E antagonist: 27; HTR1E agonist: -1.2; S1P3 ag: -1.0; S1P1 ag-PAM: 14; 5-HT1A blocker: 20; Abs 340nm: 0.96; Autofluor 339: 1.1; Her2 expr inh: 69

How did O=C(CCCNS(=O)(=O)c1cccc2nsnc12)NCCc1ccccc1 do in these assays?
MMP13 inh: 0; HTR1E antagonist: 4; HTR1E agonist: -0.7; S1P3 ag: -0.7; S1P1 ag-PAM: -6; 5-HT1A blocker: -4; Abs 340nm: 1.1; Autofluor 339: 1; Her2 expr inh: 77

How did Cc1cc2nc(SCC(=O)O)nc(C)c2cc1C do in these assays?
MMP13 inh: 1; HTR1E antagonist: 3; HTR1E agonist: -0.1; S1P3 ag: -0.4; 5-HT1A blocker: 8; Abs 340nm: 1; Autofluor 339: 1.3; Her2 expr inh: 55

What do the screens show for `CSc1nsc(SCC(=O)Nc2cccc(C(C)=O)c2)n1`?
MMP13 inh: -8; HTR1E antagonist: -3; HTR1E agonist: 0.4; S1P3 ag: -1.1; S1P1 ag-PAM: 6; 5-HT1A blocker: 0; Abs 340nm: 1; Autofluor 339: 1.1; Her2 expr inh: 63

What do the screens show for `CN=C1c2cc3c(Br)c(OC)ccc3n2CCN1C`?
MMP13 inh: 4; HTR1E antagonist: 5; HTR1E agonist: -1.3; S1P3 ag: -2.9; S1P1 ag-PAM: 2; Abs 340nm: 1.1; Autofluor 339: 1.1; Her2 expr inh: 74

What do the screens show for `CCc1ccc(N2CC(C(=O)OCC(=O)Nc3cc(C)on3)CC2=O)cc1` (configuration not stated)?
MMP13 inh: -1; HTR1E antagonist: -10; HTR1E agonist: -0.2; S1P3 ag: -0.5; S1P1 ag-PAM: -3; 5-HT1A blocker: -14; Abs 340nm: 1; Autofluor 339: 1; Her2 expr inh: 109

What do the screens show for `COc1ccc(OC(C)C(=O)N2CCN(c3ccccn3)CC2)cc1` (configuration not stated)?
MMP13 inh: -11; HTR1E antagonist: 5; HTR1E agonist: 0.2; S1P3 ag: -1.0; S1P1 ag-PAM: -2; 5-HT1A blocker: 8; Abs 340nm: 0.98; Autofluor 339: 1.1; Her2 expr inh: 70

How did O=C(C(c1ccccc1)c1ccccc1)N1CCN(Cc2ccncc2)CC1 do in these assays?
MMP13 inh: -2; HTR1E antagonist: 0; HTR1E agonist: 0.2; S1P3 ag: -1.2; S1P1 ag-PAM: -11; 5-HT1A blocker: -3; Abs 340nm: 1; Autofluor 339: 1.1; Her2 expr inh: 114

Results for Cc1cc(C(=O)Nc2ccon2)cs1 ?
MMP13 inh: 3; HTR1E antagonist: 4; HTR1E agonist: -0.7; S1P3 ag: -0.5; S1P1 ag-PAM: 4; 5-HT1A blocker: -5; Abs 340nm: 1.1; Autofluor 339: 1.1; Her2 expr inh: 95

How did O=C1CCCc2c1cc(C(=O)NCc1ccco1)c(=O)n2-c1ccccc1 do in these assays?
MMP13 inh: -1; HTR1E antagonist: -8; HTR1E agonist: 0.4; S1P3 ag: 0.6; S1P1 ag-PAM: 2; 5-HT1A blocker: 3; Abs 340nm: 1.1; Autofluor 339: 1.1; Her2 expr inh: 92

What do the screens show for `CCN1CCN(CC(O)COc2cccc(OC)c2)CC1` (configuration not stated)?
MMP13 inh: 5; HTR1E antagonist: 5; HTR1E agonist: 6.9; S1P3 ag: -3.2; S1P1 ag-PAM: -14; 5-HT1A blocker: -8; Abs 340nm: 1; Autofluor 339: 1.1; Her2 expr inh: 120

How did CCOC(=O)N1CCC(NC(=O)c2cccc3c2C(=O)N(c2ccc(OC)cc2)C3)CC1 do in these assays?
MMP13 inh: -1; HTR1E antagonist: 2; HTR1E agonist: 1.8; S1P3 ag: 0.4; S1P1 ag-PAM: -40; 5-HT1A blocker: -18; Abs 340nm: 1.1; Autofluor 339: 1.3; Her2 expr inh: 83

Results for COc1ccc(OCCCC(=O)Nc2ccc3c(c2)OCCO3)cc1 ?
MMP13 inh: -1; HTR1E antagonist: 5; HTR1E agonist: -0.8; S1P3 ag: -1.8; S1P1 ag-PAM: -13; 5-HT1A blocker: 16; Abs 340nm: 1; Autofluor 339: 0.99; Her2 expr inh: 86

What do the screens show for `O=C(NC1CC2CCC(C1)N2C(=O)NCc1ccccc1)C1CC1` (configuration not stated)?
MMP13 inh: -4; HTR1E antagonist: 1; HTR1E agonist: 0.8; S1P3 ag: 0.1; S1P1 ag-PAM: -14; 5-HT1A blocker: -9; Abs 340nm: 0.93; Autofluor 339: 1.1; Her2 expr inh: 112

What do the screens show for `COc1cc2nc(=S)n3[nH]c(CCn4nc(C)cc4C)nc3c2cc1OC`?
MMP13 inh: 8; HTR1E antagonist: 22; HTR1E agonist: 1.4; S1P3 ag: 0.2; S1P1 ag-PAM: -8; 5-HT1A blocker: -10; Abs 340nm: 1.1; Autofluor 339: 1.1; Her2 expr inh: 145

What do the screens show for `CCO/C=C1\C(=O)N(c2ccccc2)C(=O)c2ccccc21`?
MMP13 inh: 8; HTR1E antagonist: 0; HTR1E agonist: -0.5; S1P3 ag: 1.7; S1P1 ag-PAM: 3; 5-HT1A blocker: -10; Abs 340nm: 1.1; Autofluor 339: 2.2*; Her2 expr inh: 125

What do the screens show for `CCSc1ccccc1C(=O)Nc1cc(C)on1`?
MMP13 inh: 5; HTR1E antagonist: -3; HTR1E agonist: 14*; S1P3 ag: -0.8; 5-HT1A blocker: -1; Abs 340nm: 1.1; Autofluor 339: 1; Her2 expr inh: 85

Results for Fc1cnc(N2CCN(c3ccccc3)CC2)nc1N1CCN(c2ccccc2)CC1 ?
MMP13 inh: -4; HTR1E antagonist: 5; HTR1E agonist: -0.9; S1P3 ag: -0.2; S1P1 ag-PAM: 13; 5-HT1A blocker: 1; Abs 340nm: 0.99; Autofluor 339: 1.2; Her2 expr inh: 80

How did O=C(Nc1ccc(Cl)cc1C(=O)O)c1ccc2c(c1)C(=O)N(Cc1ccco1)C2=O do in these assays?
MMP13 inh: 7; HTR1E antagonist: 6; HTR1E agonist: -0.4; S1P3 ag: -0.8; S1P1 ag-PAM: -1; 5-HT1A blocker: -6; Abs 340nm: 1; Autofluor 339: 1; Her2 expr inh: 92

Results for CCS(=O)(=O)Nc1cccc(C(=O)CC2(O)C(=O)Nc3ccccc32)c1 (configuration not stated) ?
MMP13 inh: 8; HTR1E antagonist: 4; HTR1E agonist: -0.4; S1P3 ag: 0.7; S1P1 ag-PAM: 5; 5-HT1A blocker: -7; Abs 340nm: 1; Autofluor 339: 1.1; Her2 expr inh: 100
